Compound activity: PubChem BioAssay, National Center for Advancing Translational Sciences (NCATS)
Epigenetic derep: regulators of epigenetic silencing causing reporter derepression in mouse cells; murine LDR cells, GFP reporter derepression, 30 h; Potency, µM (highest dose often 53.9 µM), inactives show at the highest dose GFP activation, actives largely listed as activators; 280,000 tested, 0.2% active; active means well fitted activation curve with a large enough effect; inconclusive means small, poorly fitted or top-dose-only effect; further: % of control where 0% means no effect; nearly all actives have a fitted effect of over 60% in size
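Murine LDR cells bearing a silenced CMV-driven GFP reporter were exposed to compound for 30 h at 37 C. After PBS washes, GFP-positive cells (20-120 um objects) counted by laser-scanning microplate cytometry.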
* hit, by the source's call; ? = inconclusive. Potency means the concentration at half of the fitted maximal effect. Only part of the results is shown (hit frequency here may not be typical).

The opening 4 compounds (preview)
| SMILES | Epigenetic derep |
| --- | --- |
| CCc1ccc(NC(=O)c2ccc3c(=O)n4nc(Nc5ccccc5C)sc4nc3c2)cc1 | 1.1% |
| COc1ccc(Cl)cc1N=C1NC(=O)CC(C(=O)Nc2ccccc2C(F)(F)F)S1 (stereo not given) | -1.1% |
| C=Cc1ccc(Cn2c(C)c(CNCc3cccc(Br)c3)c(C(=O)O)c2C)cc1 | -0.8% |
| COc1ccc(C(=O)CC2(O)C(=O)N(Cc3ccccc3)c3ccc(Br)cc32)cc1 (stereo not given) | 4.9% |

The listing, previewed entries included:
| SMILES | Epigenetic derep |
| --- | --- |
| CCc1ccc(NC(=O)c2ccc3c(=O)n4nc(Nc5ccccc5C)sc4nc3c2)cc1 | 1.1% |
| COc1ccc(Cl)cc1N=C1NC(=O)CC(C(=O)Nc2ccccc2C(F)(F)F)S1 (stereo not given) | -1.1% |
| C=Cc1ccc(Cn2c(C)c(CNCc3cccc(Br)c3)c(C(=O)O)c2C)cc1 | -0.8% |
| COc1ccc(C(=O)CC2(O)C(=O)N(Cc3ccccc3)c3ccc(Br)cc32)cc1 (stereo not given) | 4.9% |
| COc1ccc(OCC(=O)Nc2ccc(-c3nc4cc(C)cc(C)c4o3)cc2)cc1 | 0.0% |
| COC(=O)c1ccc(NC(=O)CSc2n[nH]c(CC(C)C)n2)cc1 | 1.2% |
| Cc1ccc(/C=C/C(=O)Nc2ccccc2C(N)=O)o1 | -0.1% |
| CCOc1ccc(CCNC(=O)c2ccc3c(Cl)c4c(nc3c2)CCCC4)cc1 | -1.1% |

The last 3 records of the part above come first, to join the parts.
| SMILES | Epigenetic derep |
| --- | --- |
| COC(=O)c1ccc(NC(=O)CSc2n[nH]c(CC(C)C)n2)cc1 | 1.2% |
| Cc1ccc(/C=C/C(=O)Nc2ccccc2C(N)=O)o1 | -0.1% |
| CCOc1ccc(CCNC(=O)c2ccc3c(Cl)c4c(nc3c2)CCCC4)cc1 | -1.1% |
| O=C1CC(c2ccccc2C(F)(F)F)c2c(c3ccccc3[nH]c2=O)O1 (stereo not given) | 1.1% |
| O=c1[nH]c(SCc2ccc([N+](=O)[O-])cc2)nc2c1CCCC2 | -2.7% |
| Cc1ccc(CN2CCN(C3CCN(C(=O)c4ccc(C)cc4)CC3)C(=O)C2=O)cc1 | -1.6% |
| CCOC(=O)c1ccccc1NC(=O)N(Cc1ccc(CC)cc1)Cc1cn[nH]c1-c1ccc(OC)cc1 | -3.4% |
| CCc1ccccc1NS(=O)(=O)c1cc(Br)cc2c1N(C(=O)C1CC1)CC2 | -0.3% |
| CCOC(=O)c1c(NC(=O)COc2ccc(C(C)(C)C)cc2)sc2c1CCCC2 | 0.0% |
| Cc1cc(C)cc(NC(=O)c2cccc(N3CCCS3(=O)=O)c2)c1 | -1.6% |
| Cc1cc(C)n2c(Nc3ccc(C(C)C)cc3)c(-c3ccsc3)nc2n1 | 3.1% |
| COCCCN1C(=O)c2[nH]nc(-c3ccccc3O)c2C1c1ccc(OCc2ccccc2)cc1 (stereo not given) | 3.7% |
| CCc1cc2c(cc3c(=O)n(CC(=O)NCc4cc(Br)ccc4OC)ncn32)s1 | 9.5% |
| COc1ccccc1-c1c(C)nn2c(-c3ccccc3)cc(-c3ccccc3)nc12 | 2.8% |
| Cc1cc(C)c2oc(-c3ccc(NC(=O)COc4ccccc4C)cc3)nc2c1 | 0.8% |
| Cc1ccc(CNC(=O)c2ccc(-n3cnc4cccnc43)cc2)cc1 | 4.7% |
| COCCOC(=O)c1c(-c2ccccc2)c(-c2ccccc2)nn(C)c1=O | 2.7% |
| COc1cccc(-n2c(-c3ccc(Cl)cc3)cc3c2CC(C)(C)CC3=O)c1 | 0.0% |
| Cc1ccc(NC(=O)C2=CC(c3cccs3)=NS(=O)(=O)N2C)cc1 | -7.5% |
| Cc1ccc(CNCc2c(C(=O)O)c(C)n(Cc3ccc(C)cc3)c2C)cc1 | -4.3% |
| CCN(C(=O)CCc1nc(-c2ccc(C)cc2)no1)c1cc(C)ccc1C | -0.5% |
| Cc1coc2cc3oc(=O)c(CC(=O)NCc4cccc(Cl)c4)c(C)c3cc12 | -1.5% |
| COc1ccc(Nc2c3c(nc4ccc(NC(=O)c5ccc(F)cc5)cc24)CCCC3)cc1OC | 0.6% |
| O=C(Nc1ccc2oc(-c3cc(Br)ccc3Cl)nc2c1)c1ccc2ccccc2c1 | 1.6% |
| CCNC(=O)c1c(NC(=O)Cc2coc3cc(C)ccc23)sc2c1CCCC2 | 0.8% |
| COc1ccc(-c2noc(-c3ccc(NC4CCCC4)c([N+](=O)[O-])c3)n2)cc1 | -2.7% |
| O=C1CC(c2nc3ccccc3n2CCC2CCCCC2)CN1c1ccccc1Cl (stereo not given) | -2.3% |
| CCc1ccc(CNC(=O)c2ccc(-c3nc(CS(=O)(=O)c4ccccc4)c(C)o3)cc2)cc1 | 4.5% |
| Cc1cccc(C2CC(=O)Nc3cc4c(cc32)OCO4)c1 (stereo not given) | -0.7% |
| COc1cc(C2Nc3c(C)cc(C)cc3-c3cc(C)nn32)cc(OC)c1O (stereo not given) | -1.0% |
| CCOc1ccc(C(=O)Nc2ccc(-c3nc4cc(C(C)C)ccc4o3)cc2)cc1Cl | -1.6% |
| COc1cc(NC(=O)CCS(=O)(=O)c2ccc3c(c2)n(C)c(=O)c(=O)n3C)cc(OC)c1 | 1.6% |
| CCOC(=O)c1c(C)n(-c2ccccc2)c2ccc(OC(=O)COc3ccccc3)cc12 | -1.6% |
| CC(C)(C)c1ccc(C(=O)Nc2sc3c(c2C#N)CCC(C(C)(C)C)C3)cc1 (stereo not given) | -1.1% |
| NS(=O)(=O)c1ccc(CCNc2nccn(-c3cccc(C(F)(F)F)c3)c2=O)cc1 | -1.2% |
| COc1ccccc1N1CCN(c2nc3ccc(C)cc3n3nnnc23)CC1 | -5.7% |
| Cc1ccc(C)c(Cn2c(CCCNC(=O)C3CCCCC3)nc3ccccc32)c1 | -4.3% |
| Cc1cccc(-c2noc(-c3cccnc3NCc3ccc(Cl)cc3)n2)c1 | -2.4% |
| Cc1ccc(-n2nc3c(=O)n(CC(=O)NCc4ccco4)nc(C)c3c2C)cc1 | -3.4% |
| CC(C)OC(=O)c1cccc(NC(=O)Cn2nnc3sc4c(c3c2=O)CCCC4)c1 | 0.6% |
| Cn1c(=O)c2cc(C(=O)N3CCN(c4ccc(Cl)cc4)CC3)sc2c2ccccc21 | 1.1% |
| COc1ccc(C(=O)NCCn2cc(SCC(=O)Nc3cccc(C)c3)c3ccccc32)cc1 | -1.1% |
| Cc1cc(Br)ccc1NC(=O)CCS(=O)(=O)c1cccc2nsnc12 | 11.5% |
| COc1cc(NC(=O)Cn2c(=O)n(Cc3ccccc3Cl)c(=O)c3cc(OC)c(OC)cc32)cc(OC)c1 | 1.7% |
| CCCSc1ncc(Cl)c(C(=O)Nc2nc3ccc(OCC)cc3s2)n1 | -1.0% |
| Cc1cc(-c2ccc(C)c(S(=O)(=O)Nc3ccccn3)c2)on1 | 7.7% |
| N#Cc1c[nH]n2c(NC3CCCC3)c(-c3ccc(Br)cc3)nc12 | -3.9% |
| O=c1c2ccccc2n(Cc2ccccc2Cl)c(=O)n1CCc1ccccc1 | -1.8% |
| CCOc1ccccc1NC(=O)CN1C(=O)C(=O)c2ccccc21 | 2.9% |
| CCc1ccccc1Nc1nn2c(=O)c3ccc(C(=O)NC(C)c4ccccc4)cc3nc2s1 (stereo not given) | 2.1% |
| CCC(C)[C@H](N)c1nnc(SCc2ccc(Cl)c(Cl)c2)o1 (stereo not given in full) | 2.2% |
| Cn1c(NCc2cccc(Cl)c2)nc2ccccc21 | -3.2% |
| COC(=O)CC1Oc2ccc(F)cc2-n2cc(-c3ccc(Cl)cc3)nc21 (stereo not given) | 0.0% |
| Cc1cc(NC(=O)CCNS(=O)(=O)c2ccc3c(c2)oc(=O)n3C)ccc1Br | -2.7% |
| CCCN1C(C(=O)c2ccccc2)=C(OC(=O)COc2ccc(C)cc2)c2ccccc2S1(=O)=O | -1.9% |
| O=S(=O)(c1ccc(-c2csc(=Nc3ccc(OC(F)(F)Cl)cc3)n2CCCO)cc1)N1CCCC1 | 1.1% |
| O=c1c2cc3c(cc2nc2sc(Nc4cccc([N+](=O)[O-])c4)nn12)OCO3 | -0.8% |
| COc1ccc(CN2COc3ccc4c(C)cc(=O)oc4c3C2)cc1 | -1.7% |
| O=C(NC1CCCCCC1)C1c2ccccc2C(=O)N1Cc1ccccc1Cl (stereo not given) | 0.9% |

Next part:
| SMILES | Epigenetic derep |
| --- | --- |
| CCc1cccc(C)c1NC(=O)CSc1nc2ccncc2[nH]1 | 9.7% |
| Cc1cc(C)n(-c2nc3cc(Cl)c(Cl)cc3nc2Nc2c(C)cccc2C)n1 | 1.5% |
| COc1ccc(S(=O)(=O)N2CCC(N3CCN(Cc4ccccc4)C(=O)C3=O)CC2)cc1 | -2.7% |
| COc1ccccc1C1CC(=O)N(c2cccc(C(F)(F)F)c2)C2=C1C(=O)OC2 (stereo not given) | -1.1% |
| CCN(CC)CCCNC(=O)CSc1nc2nc(C)c(Cc3ccccc3C)c(C)n2n1 | 2.4% |
| COC(=O)c1ccccc1NC(=O)c1ccc2c(=O)n3c(nc2c1)CCCCC3 | -3.2% |
| COc1ccc(Cl)cc1NS(=O)(=O)c1c(C)nc2scc(C)n2c1=O | -3.2% |
| Cc1ccccc1C(=O)N1CCC(N2CCN(Cc3ccc(F)cc3)C(=O)C2=O)CC1 | -0.5% |
| CCOc1cccc2cc(S(=O)(=O)c3ccccc3F)c(=O)oc12 | -1.1% |
| CCc1ccc(CNC(=O)C(C)n2ccc3cc(S(=O)(=O)N4CCCCCC4)ccc32)cc1 (stereo not given) | 1.1% |
| CCN(CC)CCNC(=O)CSc1nc2nc(C)c(Cc3ccccc3)c(C)n2n1 | -1.8% |
| Cc1ccc(-c2nn(CCC(=O)Nc3ccc(OC(F)(F)F)cc3)c(=O)c3ccccc23)cc1 | -1.2% |
| CCCCc1cc(=O)oc2cc(C)c3c(C(C)(C)C)coc3c12 | -1.9% |
| Cc1cccc(CNC(=O)Cn2nc(C)n3c(cc4cc(F)ccc43)c2=O)c1 | 0.0% |
| COc1cc(NC(=O)CN2C(=O)COc3ccc(S(=O)(=O)N4CCCCC4)cc32)cc(OC)c1 | 1.2% |
| COc1cccc(N2CCN(C(=O)CCS(=O)(=O)c3ccc4c(c3)CC(=O)N4C)CC2)c1 | 0.9% |
| C=Cc1ccc(CSc2nc(-c3ccccc3C)nc3c2Cc2c(CO)cnc(C)c2O3)cc1 | 1.8% |
| Cc1ccc(C(=O)c2cn(Cc3ccccc3F)c3cc4c(cc3c2=O)OCCO4)cc1 | 1.1% |
| CCc1ccc(NC(=O)Cn2c(=O)n(CCCC(=O)NCc3ccccc3OC)c(=O)c3ccccc32)cc1 | 0.8% |
| Cn1c(NCCO)nc2c1c(=O)n(Cc1ccccc1Cl)c(=O)n2C | 0.0% |
| COc1ccccc1CNC(=O)CN1C(=O)CSc2ccc(S(=O)(=O)N(C)C)cc21 | -3.4% |
| COc1ccc(CCNC(=O)c2cnc3sc(N4CCCCC4)nn3c2=O)cc1OC | -1.0% |
| CCc1ccccc1NC(=O)Cn1c(=O)n(-c2ccc(C)c(C)c2)c(=O)c2oc3ccccc3c21 | ? |
| CCOc1ccc(NC(=O)Cn2cc(C(=O)c3ccc(F)cc3)c(=O)c3cc4c(cc32)OCO4)cc1 | ? |
| Cc1noc(Cn2c(=O)c3ccccc3n(CC(=O)Nc3ccc(F)cc3F)c2=O)n1 | 0.7% |
| Cc1ccc(CCNC(=O)Cn2c(-c3cccs3)cc3cc(F)ccc32)cc1 | -1.9% |
| CCOc1ccc(/C=C/c2nc(C#N)c(NCCCN(C)C)o2)cc1 | 4.1% |
| Cc1ccccc1Cn1c2ccccc2c2cnn(CC(=O)NCC(C)c3ccccc3)c(=O)c21 (stereo not given) | -1.8% |
| Cc1nn2c(-c3ccco3)ccnc2c1-c1ccc(F)cc1 | ? |
| COC(=O)c1ccc(Nc2nc(-c3ccc(C)cc3)nc3ccccc23)cc1 | -2.1% |
| CC(C)Oc1ccc(CNC(=O)c2cccc(NC(=O)N3CCSc4ncccc43)c2)cc1 | 0.9% |
| CC1(C)CC(=O)c2cc(-c3nc(-c4ccc(F)cc4)cs3)c(=O)[nH]c2C1 | 8.8% |
| CCOc1ccc(Oc2nc(NCC(C)C)nc(NC(C)(C)C)n2)nn1 | 5.8% |
| Cc1cc(C)cc(NC(=O)NCc2c(-n3cccc3)sc3c2CCCC3)c1 | -3.9% |
| O=C(CSc1nc2c(c(=O)[nH]1)CN(Cc1ccc(F)cc1)CC2)Nc1cccc(C(F)(F)F)c1 | -3.6% |
| COc1ccc(NC(=O)Cn2c(SCc3cccc(Cl)c3)nc3ccncc32)c(OC)c1OC | -2.4% |
| CCOc1ccccc1NC(=O)CSc1ncc2c(n1)-c1ccccc1N(CC)S2(=O)=O | -1.7% |
| CCOc1ccc(NC(=O)Nc2cc3c(cc2N2CCCCC2)n(C)c(=O)n3C)cc1 | 4.1% |
| CCOC(=O)c1ccc(NC(=O)Cc2coc3cc(C)cc(C)c23)cc1 | -1.9% |
| COc1cccc(CNC(=O)CCNS(=O)(=O)c2ccc3c(c2)oc(=O)n3C)c1 | -1.6% |
| CCOC(=O)N1CCc2c(sc3c2c(=O)n(-c2ccccc2)c(=O)n3CC(=O)Nc2ccc(OC)cc2OC)C1 | 2.3% |
| Cc1ccc(OCc2nc(-c3ccc(C(=O)N4CCN(c5ccccc5)CC4)cc3)oc2C)cc1 | 7.3% |
| Cc1cc(C)c2oc(C(=O)Nc3ccc(S(=O)(=O)Nc4nccc(C)n4)cc3)cc(=O)c2c1 | -1.9% |
| CCS(=O)(=O)N1CCc2cc(C(=O)Nc3cc(OC)c(Cl)cc3OC)ccc21 | -2.0% |
| Cc1ccc(CCNC(=O)c2ccc(Nc3nc4ccccc4n4nnnc34)cc2)cc1 | ? |
| Cc1oc2ncn(C)c(=O)c2c1C(=O)Nc1ccccn1 | -3.3% |
| Cc1ccc(C)c(NC(=O)CN2C(=O)COc3ccc(Cl)cc32)c1 | 3.8% |
| CC(=O)N1CCc2cc(Br)cc(S(=O)(=O)CCC(=O)N3CCN(c4ccccc4Cl)CC3)c21 | 0.4% |
